Rac1 mut GTP: GTP binding modulators of activated mutant Rac1, primary screen, biochemical, bead-based flow cytometry, multiplex, fluorescent GTP | Ras-related C3 botulinum toxin substrate 1 (Homo sapiens), P63000 | GST-Rac1 activated beads; actives lie on both sides; 100% means binding = to untreated wells | percent activity (GTP binding), % at 10 µM | 0.11% of 190,000 active;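 active = GTP binding at least 20 percentage points away from the 100% baseline, in either direction, so actives lie on both sides; inconclusive = Compound likely fluorescent itself, or too few beads counted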
Mcl1 Bid PPI: Mcl-1/Bid binding inhibitors, primary screen, biochemical, TR-FRET, 1536-well; AID 1021, 2008; 0.97% of 220,000 active; inhibition, % at 21.7 µM; Induced myeloid leukemia cell differentiation protein Mcl-1 (Homo sapiens), Q07820; TR-FRET Mcl-1/Bid-Dy647 peptide binding;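 active = compounds that cut the binding signal by more than half at the single screening dose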;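 note: His-tagged Mcl-1 with europium anti-His antibody binding Bid BH3 peptide; 0% = Mcl-1 plus peptide wells and 100% = peptide-only wells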
Target sequence (Q07820 whole entry, looked up): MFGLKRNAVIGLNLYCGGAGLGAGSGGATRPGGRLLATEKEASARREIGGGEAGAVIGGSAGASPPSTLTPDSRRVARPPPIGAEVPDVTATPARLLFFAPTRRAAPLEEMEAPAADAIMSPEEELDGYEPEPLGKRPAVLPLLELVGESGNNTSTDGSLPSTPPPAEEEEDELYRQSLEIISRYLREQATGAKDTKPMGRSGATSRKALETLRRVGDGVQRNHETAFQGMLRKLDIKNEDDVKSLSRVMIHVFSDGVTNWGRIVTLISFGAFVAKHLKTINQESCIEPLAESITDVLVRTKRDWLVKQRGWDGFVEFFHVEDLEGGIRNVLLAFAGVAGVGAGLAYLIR
Rab7 wt GTP bind: modulators of GTP binding to Rab7, primary screen, biochemical, wildtype, multiplex bead flow cytometry; 0.055% of 190,000 active; GTP binding activity (percent of control), % at 10 µM; Rab7 GTPase wild type (dog), Bodipy-FL-GTP binding; AID 758, 2007; GST-Rab7 beads, fluorescent GTP binding; actives lie on both sides; untreated = 100%, excess cold GTP = 0%;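 active = fluorescent GTP binding to Rab7 beads changed by at least 20 points from the 100% baseline, either direction, mostly lower; inconclusive = compound itself probably fluorescent, or too few beads counted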;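 note: median green fluorescence of bound Bodipy-FL-GTP per Rab7 bead population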
Avidin fluor: green autofluorescence of compounds with avidin beads – biophysical, 488/530 nm, flow cytometry, artefact control, profiling panel. AID 1775, 2009. fluorescence (KMESF) at 10 µM. 0.38% of 220,000 active. compound fluorescence 488/530 nm; hits give high values; in the data active = fluorescence above about 47; note: inactives centre near 10
Cdc42 wt GTP: modulators of GTP binding to wildtype Cdc42, primary screen, biochemical, multiplex bead flow cytometry, Bodipy-GTP | Cell division control protein 42 homolog (Homo sapiens), P60953 | GST-Cdc42 beads; actives lie on both sides | percent activity (GTP binding), % at 10 µM | 0.2% of 190,000 active | AID 761, 2007;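 active = percent activity GTP binding at least 20 points away from the 100% baseline, either down as inhibitor or up as activator; inconclusive = compound flagged as likely green fluorescent from well-wide comparison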;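 note: median bead fluorescence of bound Bodipy-FL-GTP at 100 nM; 0% = excess unlabeled GTP control and 100% = no compound control; below 100% means less GTP binding so inhibitor and above means activator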
Target sequence (P60953 whole entry, looked up): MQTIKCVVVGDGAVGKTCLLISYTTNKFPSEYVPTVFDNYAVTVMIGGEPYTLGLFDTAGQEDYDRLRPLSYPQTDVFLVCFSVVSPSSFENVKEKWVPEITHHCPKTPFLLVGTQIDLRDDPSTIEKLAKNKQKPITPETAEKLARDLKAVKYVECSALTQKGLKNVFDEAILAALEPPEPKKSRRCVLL
Mcl1 Noxa PPI: Mcl-1/Noxa binding inhibitors, primary screen, biochemical, TR-FRET, 1536-well; TR-FRET Mcl-1/Noxa peptide binding, 2 h; inhibition, % at 21.7 µM; 1.5% of 220,000 active;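 active = compounds that cut the protein-peptide binding signal by more than 50% relative to plate controls in a single-dose test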;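 note: His-tagged Mcl-1 with rhodamine Noxa BH3 peptide and terbium anti-His antibody; 0% = Mcl-1 plus Noxa peptide wells and 100% = peptide-only wells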
Rab2 wt GTP: modulators of GTP binding to Rab2A wildtype, primary screen, biochemical, dog, bead-based flow cytometry, multiplex; GTP binding activity, % at 10 µM; GST-Rab2 wt beads, Bodipy-GTP binding; 0.19% of 190,000 active; Ras-related protein Rab-2A (Canis lupus familiaris), P61105;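 active = GTP binding activity at least 20 points away from 100%, either lowered or raised; inconclusive = signal likely due to the compound's own green fluorescence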;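 note: 0% = beads with excess unlabeled GTP and 100% = no-compound control corrected for plate trend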
GSH fluor: compound fluorescence on glutathione beads, profiling panel, artefact control, biophysical, 488/530 nm, flow cytometry; GSH beads flow cytometry, compound fluorescence 488/530 nm; hits give high values; fluorescence (KMESF) at 10 µM; 0.25% of 190,000 active; in the data active = fluorescence above about 89;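 note: glutathione beads carrying GST-tagged Bcl family fusion proteins plus one bare bead set; values are compound well signal with DMSO vehicle wells as background; inactives centre near 16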
Rac1 wt modul: wildtype Rac1 GTP binding modulators, primary screen, biochemical, GST-Rac1 beads, flow cytometry, multiplex; 0.27% of 190,000 active; fluorescent GTP binding; actives lie on both sides; 0 = cold GTP competed, 100 = untreated; GTP binding activity (% of control), % at 10 µM; Ras-related C3 botulinum toxin substrate 1 (Homo sapiens), P63000;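 active = GTP binding activity at least 20 points away from the 100% control level, either lower or higher; inconclusive = compound flagged as likely green fluorescent, judged across all proteins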
Pf gamet viab: late stage P. falciparum gametocyte viability inhibitors, primary screen, ATP luminescence, HTS; P. falciparum stage V gametocytes, 24 h; inhibition, % at 10.9 µM; 0.065% of 150,000 active; AID 743093, 2013;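 active = inhibition above the mean plus 3 SD of compounds within the control limits, set per campaign, cut at about 38% in these data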;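 note: 0% = DMSO wells and 100% = medium only without gametocytes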
HRas wt GTP bind: modulators of GTP binding to HRas wildtype, primary screen, biochemical, bead-based flow cytometry, multiplex; GTPase HRas (Homo sapiens), P01112; GST-Ras wt beads, Bodipy-FL-GTP binding; actives lie on both sides; GTP binding activity, % at 10 µM; 0.14% of 190,000 active;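 active = GTP binding activity at least 20% away from the 100% baseline, either lowered as inhibitor or raised as activator; inconclusive = flagged as likely green fluorescent, judged across all proteins in the well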;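 note: 0% = unlabeled GTP competition control and 100% = no-compound control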
Target sequence (P01112 whole entry, looked up): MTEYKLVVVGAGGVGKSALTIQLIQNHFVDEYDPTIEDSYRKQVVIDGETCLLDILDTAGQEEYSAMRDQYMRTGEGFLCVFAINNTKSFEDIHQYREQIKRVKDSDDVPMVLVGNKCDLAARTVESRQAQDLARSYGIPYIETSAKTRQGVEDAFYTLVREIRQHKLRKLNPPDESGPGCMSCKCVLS
Numbers without * were called inactive; u = inconclusive; x = not tested or not shown.

SMILES	Rac1 mut GTP	Mcl1 Bid PPI	Rab7 wt GTP bind	Avidin fluor	Cdc42 wt GTP	Mcl1 Noxa PPI	Rab2 wt GTP	GSH fluor	Rac1 wt modul	Pf gamet viab	HRas wt GTP bind
COc1ccc(C2CC2/C(C)=N/OC(=O)c2ccc(F)cc2)cc1 (stereo not given)	90.0	-17.9	92.0	11	94.0	5.9	91.0	11	95.0	-1.6	91.0
CCC(C)OC(=O)c1cc(C)nc2c(Br)cc(Br)cc12 (stereo not given)	98.0	-8.5	98.0	7	97.0	-24.9	99.0	53	102.0	x	99.0
COc1cc(/C=N/n2c(C)n[nH]c2=S)ccc1OCc1ccccc1	99.0	-43.8	98.0	12	100.0	16.6	99.0	5	102.0	x	99.0
COc1cc2c(cc1NC(=O)COC(=O)[C@@H](NC(=O)c1ccccc1F)C(C)C)oc1ccccc12	99.0	-52.7	101.0	8	99.0	7.8	100.0	20	100.0	5.8	97.0
CNS(=O)(=O)c1cccc(C(=O)OCC(=O)Nc2ccc(OC)cc2[N+](=O)[O-])c1	97.0	-8.6	94.0	11	97.0	0.0	95.0	11	96.0	-0.2	97.0
C=C(C)Cn1c(N(CCO)Cc2ccccc2)nc2c1c(=O)[nH]c(=O)n2C	99.0	-30.2	98.0	7	101.0	-1.6	100.0	15	102.0	x	101.0
CSc1ccccc1C(=O)NCc1ccc(C)cc1	u	-18.0	u	20	u	-3.2	u	10	u	-11.6	u
Cc1ccc2nc(C3CCN(S(=O)(=O)c4ccc5ccccc5c4)CC3)[nH]c2c1	92.0	-17.4	94.0	12	97.0	1.2	94.0	38	98.0	x	97.0
Nc1nc(SCc2nc(-c3ccccc3)no2)[nH]c(=O)c1-c1ccccc1	96.0	-15.2	95.0	10	96.0	4.3	95.0	34	99.0	x	98.0
COc1ccccc1CN1CCCCC1C(=O)O (stereo not given)	94.0	-45.6	100.0	13	94.0	7.4	96.0	13	95.0	16.6	95.0
COc1ccc(NC(=O)C2=NN(C3CCS(=O)(=O)C3)C(=O)CC2)cn1 (stereo not given)	96.0	-1.2	91.0	14	100.0	18.3	97.0	12	101.0	9.4	96.0
N#CCCn1cc(C(=O)Nc2ccccc2Br)c(-c2cc3ccccc3o2)n1	99.0	25.4	97.0	7	100.0	5.8	97.0	12	99.0	-21.1	98.0
CCn1cc(CNC(=S)Nc2cccc(Cl)c2C)cn1	96.0	-0.8	107.0	12	100.0	10.0	102.0	13	101.0	7.9	100.0
COc1ccc(-c2c/c(=N\c3nc(-c4ccccc4)c(C)s3)c3ccccc3o2)cc1O	99.0	-25.9	95.0	8	102.0	6.7	98.0	5	105.0	x	100.0
CCOc1cc(C(=O)N2CCN=C2SC)cc(OCC)c1OCC	90.0	-4.7	93.0	11	95.0	x	92.0	37	90.0	6.5	93.0
Cn1c(Cn2c(=O)sc3ccccc32)nnc1SCC(=O)NC1CCCC1	97.0	7.5	104.0	19	99.0	-4.8	99.0	13	104.0	x	98.0
COC(=O)C1=C(C)n2nnnc2NC1c1ccc(Cl)cc1 (stereo not given)	96.0	-35.3	97.0	9	97.0	-7.2	99.0	53	110.0	11.3	100.0
Cc1cc(C)c(NC(=S)NC(=O)c2ccc(-c3ccccc3)cc2)c(C)c1	96.0	-1.4	97.0	5	101.0	21.9	95.0	16	97.0	x	95.0
COc1cc(/C=N/NC(=O)c2ccc([N+](=O)[O-])cc2Cl)cc(Br)c1O	96.0	-42.4	99.0	6	99.0	82.4*	96.0	15	97.0	8.3	96.0
Oc1ccc(N=C/C=C/c2ccc(Br)cc2)cc1-c1nc2ccccc2s1	92.0	-20.4	93.0	9	90.0	42.4	91.0	15	89.0	x	91.0
O=C(CSc1nc(-c2ccco2)cc(C(F)(F)F)n1)N1CCN(Cc2ccccc2)CC1	98.0	-18.2	102.0	7	101.0	1.2	99.0	24	105.0	x	103.0
CCOC(=O)C1CCN(S(=O)(=O)c2cc(Br)cc3c2N(C(=O)C2CC2)CC3)CC1	101.0	-13.6	101.0	13	104.0	23.8	101.0	23	103.0	x	103.0

Reprinted at random: 5 compounds from above.
SMILES	Rac1 mut GTP	Mcl1 Bid PPI	Rab7 wt GTP bind	Avidin fluor	Cdc42 wt GTP	Mcl1 Noxa PPI	Rab2 wt GTP	GSH fluor	Rac1 wt modul	Pf gamet viab	HRas wt GTP bind
Nc1nc(SCc2nc(-c3ccccc3)no2)[nH]c(=O)c1-c1ccccc1	96.0	-15.2	95.0	10	96.0	4.3	95.0	34	99.0	x	98.0
CCn1cc(CNC(=S)Nc2cccc(Cl)c2C)cn1	96.0	-0.8	107.0	12	100.0	10.0	102.0	13	101.0	7.9	100.0
COc1ccc(NC(=O)C2=NN(C3CCS(=O)(=O)C3)C(=O)CC2)cn1 (stereo not given)	96.0	-1.2	91.0	14	100.0	18.3	97.0	12	101.0	9.4	96.0
CNS(=O)(=O)c1cccc(C(=O)OCC(=O)Nc2ccc(OC)cc2[N+](=O)[O-])c1	97.0	-8.6	94.0	11	97.0	0.0	95.0	11	96.0	-0.2	97.0
COc1ccccc1CN1CCCCC1C(=O)O (stereo not given)	94.0	-45.6	100.0	13	94.0	7.4	96.0	13	95.0	16.6	95.0

With a hit mark in Mcl1 Noxa PPI, of those listed so far:
Compound	Mcl1 Bid PPI	Rab7 wt GTP bind	Avidin fluor	Cdc42 wt GTP	Mcl1 Noxa PPI	Rab2 wt GTP	GSH fluor	HRas wt GTP bind
COc1cc(/C=N/NC(=O)c2ccc([N+](=O)[O-])cc2Cl)cc(Br)c1O	-42.4	99.0	6	99.0	82.4*	96.0	15	96.0
